# OX1R antag-1 – OX1R (HCRTR1) antagonists, primary screen, fluorescence, CHO/OX1R cells, Fluo-8 calcium, orexin A; Orexin/Hypocretin receptor type 1 (Homo sapiens), O43613; Fluo-8 calcium fluorescence; inhibition, % at 5 µM; 330,000 compounds, 0.43% hits; AID 434989, 2010;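 active means inhibition above its plate's threshold, mean inhibition of all tested compounds on the plate plus 3 SD, cut at about 37% in these data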;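 further: 0% = orexin A challenge wells and 100% = SB-334867-A antagonist wells; not every result past the cut was called active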
# Target sequence (O43613 whole entry, looked up): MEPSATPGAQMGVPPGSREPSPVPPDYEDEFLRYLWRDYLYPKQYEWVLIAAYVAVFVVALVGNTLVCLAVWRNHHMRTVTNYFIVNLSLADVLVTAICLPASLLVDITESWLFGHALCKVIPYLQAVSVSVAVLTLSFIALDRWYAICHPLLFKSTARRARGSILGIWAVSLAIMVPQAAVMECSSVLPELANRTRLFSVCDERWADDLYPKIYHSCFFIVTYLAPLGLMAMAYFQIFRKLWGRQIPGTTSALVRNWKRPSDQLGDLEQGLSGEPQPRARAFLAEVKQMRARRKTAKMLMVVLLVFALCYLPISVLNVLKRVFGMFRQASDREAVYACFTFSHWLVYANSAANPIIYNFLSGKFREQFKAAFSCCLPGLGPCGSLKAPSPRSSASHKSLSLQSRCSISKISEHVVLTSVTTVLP
# OX1R antag-2 – antagonists of human orexin 1 receptor (OX1R); Orexin/Hypocretin receptor type 1 (Homo sapiens), O43613; OX1R-expressing cells, FRET antagonist read-out; inhibition, % at 6.6 µM; 330,000 compounds, 1.8% hits; AID 485270, 2010; in the data active means inhibition mostly above about 38%, no sharp cut-off; inactive means mostly below about 40%;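 further: 0% = agonist challenge alone and 100% = reference antagonist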
# STK33 inh – inhibitors of purified STK33 kinase, primary screen, biochemical, ADP-Glo luminescence, homogeneous, cell-free. MBP phosphorylation. AID 2661, 2010. inhibition, % at 10 µM. Serine/threonine-protein kinase 33 (Homo sapiens), Q9BYT3. 320,000 compounds, 0.073% hits;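 active means inhibition at or above 25%, using the most active replicate where run in duplicate; inactive means inhibition below 25%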
# Target sequence (Q9BYT3 whole entry, looked up): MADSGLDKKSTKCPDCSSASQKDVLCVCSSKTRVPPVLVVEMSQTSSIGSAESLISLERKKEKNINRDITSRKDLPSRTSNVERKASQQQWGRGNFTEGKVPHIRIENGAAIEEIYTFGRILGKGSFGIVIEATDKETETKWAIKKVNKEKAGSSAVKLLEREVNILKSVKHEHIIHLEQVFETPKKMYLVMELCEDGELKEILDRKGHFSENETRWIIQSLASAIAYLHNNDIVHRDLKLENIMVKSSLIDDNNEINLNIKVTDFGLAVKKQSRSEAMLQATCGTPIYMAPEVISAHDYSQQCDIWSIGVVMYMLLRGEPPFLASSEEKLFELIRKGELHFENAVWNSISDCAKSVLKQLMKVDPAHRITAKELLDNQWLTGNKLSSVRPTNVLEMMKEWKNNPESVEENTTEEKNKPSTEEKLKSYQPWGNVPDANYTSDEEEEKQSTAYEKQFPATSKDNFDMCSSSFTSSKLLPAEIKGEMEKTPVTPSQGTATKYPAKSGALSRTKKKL
# An asterisk follows results filed as active; / = not tested or not shown.
cpd	OX1R antag-1	STK33 inh	OX1R antag-2	Compound
1	-36.2	0.1	15.8	COc1ccc2nc(C)cc(SCC(=O)N/N=C/c3ccc(O)c(O)c3)c2c1
2	0.7	2.9	12.3	CCOC(=O)c1ccccc1NC(=O)CSc1nc2ccncc2[nH]1
3	-35.6	0.2	-14.7	Cn1c(=O)c2c(nc(CN3CCN(c4ccccc4F)CC3)n2CCCc2ccccc2)n(C)c1=O
4	-21.5	-0.6	15.1	COc1ccc(NC(=O)CSCC(=O)N(C)CCOc2ccc(Cl)cc2)cc1
5	-19.2	0.6	6.9	CCOC(=O)N1CCN(C(=O)c2cc(COc3cccc(C(C)=O)c3)on2)CC1
6	-27.3	-1.5	9.3	FC(F)(F)c1cccc(NC(=S)NCC(c2cccnc2)N2CCOCC2)c1 (stereo not given)
7	-19.8	-0.5	-2.7	COc1ccc(C(O)(C2CCCCC2)C(CN2CCOCC2)c2ccccc2)cc1 (stereo not given)
8	-24.7	-1.7	6.5	O=C(Nc1ccc(Cl)c(S(=O)(=O)N2CCOCC2)c1)c1n[nH]c(=O)c2ccccc12
9	-29.8	0.3	19.9	O=C(CC(c1ccccc1)c1ccccc1)N1CCN(c2ccccn2)CC1
10	-22.4	-1.1	14.2	O=C(CC(Cc1ccccc1)c1ccco1)NCc1ccco1 (stereo not given)
11	11.1	1.0	20.2	O=C(N/N=C/c1cccc([N+](=O)[O-])c1)c1cccc2cc[nH]c12
12	-28.5	-0.2	20.2	COC(=O)C1=C(N)Oc2cc(C)n(CC3CCCO3)c(=O)c2C1c1ccccc1 (stereo not given)
13	6.0	0.1	6.0	CS(=O)(=O)c1ccc(C(=O)N2CCN(Cc3ccccc3)CC2)cc1
14	-37.9	-1.8	15.2	CCCCn1c(NC(=S)Nc2ccccc2)nc2ccccc21
15	-0.8	0.5	9.3	O=C(NC(=S)Nc1ccc(Cc2ccncc2)cc1)c1ccccc1Cl
16	-13.4	3.9	8.9	C[C@@H](CN1CCC(Cc2ccccc2)CC1)[C@@H](O)c1ccc(O)cc1
17	-23.1	-2.5	5.9	Cc1ccc(N(CC(=O)NCC2CCCO2)S(C)(=O)=O)cc1Cl (stereo not given)
18	-9.4	0.4	2.0	Cc1nn(Cc2ccccc2)c(C)c1C(=O)N1CCN(CC(=O)Nc2ccc(F)cc2)CC1
19	-16.6	-2.3	15.2	Nc1c(S(=O)(=O)c2cccc(Cl)c2)c2nc3ccccc3nc2n1CCN1CCOCC1
20	-20.9	-1.5	18.1	CCOC(=O)CC1C(=O)NCCN1S(=O)(=O)c1ccc(C)cc1 (stereo not given)
21	-23.0	0.8	-4.9	CCOC(=O)c1ccc(N2C(=O)CC(C3CCCO3)C2=O)cc1 (stereo not given)
22	-0.1	-0.9	2.8	COc1cc(/C=C2/SC(=S)N(CC(=O)O)C2=O)ccc1OCC(=O)Nc1ccc(C)c(C)c1
23	-20.8	0.4	14.7	Cc1nc(C)c(C(=O)N2CCCC(C(=O)c3ccc(Cl)cc3C)C2)s1 (stereo not given)
24	-7.3	0.3	18.1	C/C(=N\N=C1\NC(=O)CS1)c1cccs1
25	-11.0	/	13.1	O=C(COC(=O)CCC1CCCC1)Nc1cccc(S(=O)(=O)N2CCOCC2)c1

# Next section:
cpd	OX1R antag-1	STK33 inh	OX1R antag-2	Compound
26	-15.4	-0.9	11.7	Cc1ccc(S(=O)(=O)N2CCCCC2)cc1NC(=O)CSc1ncn[nH]1
27	-6.7	-1.8	2.8	CCCN1C2CCCC1CC(NC(=O)c1ccccc1Br)C2 (stereo not given)
28	1.1	-1.5	10.2	Cc1nc2ccccc2n1C(=O)c1ccccc1[N+](=O)[O-]
29	8.9	-1.4	13.0	O=C(Nc1nccs1)c1cn2ccccc2n1
30	29.4	-0.7	3.8	Cc1cc(OCc2cccc(S(=O)(=O)N3CCOCC3)c2)ccc1Cl
31	-6.5	-0.7	14.5	Cn1cc(C(=O)NCN2CCCCC2)c2ccccc21
32	-23.1	0.8	14.1	CS(=O)(=O)c1ccc(Cl)c(NC(=O)COC(=O)CNC(=O)c2sc3ccccc3c2Cl)c1
33	-7.2	-0.4	17.6	O=C(CCSc1ccccn1)c1ccccc1
34	-25.6	-1.2	7.4	CC(=O)Nc1ccc(NC(=O)c2sc(-c3ccccc3)nc2C)cc1
35	-28.2	-0.9	10.7	Cc1oc(-c2ccccc2Cl)nc1Cn1cccc1C1=NC(c2ccccc2)CO1 (stereo not given)
36	14.4	0.2	46.7	COC(=O)CC(=O)N1CCN(c2ccc(Cl)c(Cl)c2)CC1
37	4.4	0.5	15.7	O=C(O)CNc1nc(-c2ccccc2)nc2ccccc12
38	-21.4	-1.0	32.9	COc1ccc(C(=O)OCCOc2cccc(Cl)c2)cc1S(=O)(=O)N1CCOCC1
39	-4.3	1.7	34.8	CNC(=O)c1sc(-c2cccs2)nc1C
40	-33.5	-0.7	24.9	CCC(C)c1ccc(NC(=O)c2cnn3c(C(F)F)cc(C)nc23)cc1 (stereo not given)
41	-5.5	-2.3	35.0	CCOC(=O)N/N=C/C(Cl)=C/c1ccccc1
42	9.6	-1.8	37.3	Oc1ccc(Cl)cc1CNc1cccc2cccnc12
43	-7.4	-0.4	16.7	CCOCC(=O)Nc1ccc(S(=O)(=O)N2CCC(c3nc4ccccc4[nH]3)CC2)cc1
44	-11.9	/	7.7	CCOC(=O)c1cn(Cc2cccc(Cl)c2)nn1
45	-5.5	-1.0	28.1	CCOc1ccccc1NC(=O)c1cccc(S(=O)(=O)N(Cc2ccccc2)c2ccccc2OC)c1
46	-23.0	0.8	20.3	CCOc1ccc(NC(=O)CN(C)C(=O)c2cc(C)oc2C)cc1OCC
47	7.2	-0.7	3.9	Cc1nnc(NC(=O)c2csc3c2CCC(C)C3)s1 (stereo not given)
48	-16.2	0.4	16.4	CN(Cc1ccccc1Cl)C(=O)c1cc2ccccc2o1
49	-20.9	-0.4	2.6	CN(Cc1ccccc1)C(=O)c1ccc(NC(=O)Cc2cccc(NC(=O)C3CCN(C(=O)C4CCCC4)CC3)c2)cc1
50	48.0*	0.8	40.0*	O=C(Nc1sc2c(c1C(=O)NCC1CCCO1)CCCC2)c1cccs1 (stereo not given)

# Compound profiles, from the list above. Values in the order: OX1R antag-1	STK33 inh	OX1R antag-2
# CCOC(=O)c1cn(Cc2cccc(Cl)c2)nn1 is entered as -11.9	/	7.7
# CCOc1ccc(NC(=O)CN(C)C(=O)c2cc(C)oc2C)cc1OCC is entered as -23.0	0.8	20.3
# CNC(=O)c1sc(-c2cccs2)nc1C is entered as -4.3	1.7	34.8
# Cc1nc2ccccc2n1C(=O)c1ccccc1[N+](=O)[O-] is entered as 1.1	-1.5	10.2
# COc1ccc(C(O)(C2CCCCC2)C(CN2CCOCC2)c2ccccc2)cc1 (stereo not given) is entered as -19.8	-0.5	-2.7

# Four compounds drawn at random from those above, as already listed:
cpd	OX1R antag-1	STK33 inh	OX1R antag-2	Compound
39	-4.3	1.7	34.8	CNC(=O)c1sc(-c2cccs2)nc1C
45	-5.5	-1.0	28.1	CCOc1ccccc1NC(=O)c1cccc(S(=O)(=O)N(Cc2ccccc2)c2ccccc2OC)c1
48	-16.2	0.4	16.4	CN(Cc1ccccc1Cl)C(=O)c1cc2ccccc2o1
50	48.0*	0.8	40.0*	O=C(Nc1sc2c(c1C(=O)NCC1CCCO1)CCCC2)c1cccs1 (stereo not given)

# Back to the main list, repeating the 4 entries before the break.
cpd	OX1R antag-1	STK33 inh	OX1R antag-2	Compound
47	7.2	-0.7	3.9	Cc1nnc(NC(=O)c2csc3c2CCC(C)C3)s1 (stereo not given)
48	-16.2	0.4	16.4	CN(Cc1ccccc1Cl)C(=O)c1cc2ccccc2o1
49	-20.9	-0.4	2.6	CN(Cc1ccccc1)C(=O)c1ccc(NC(=O)Cc2cccc(NC(=O)C3CCN(C(=O)C4CCCC4)CC3)c2)cc1
50	48.0*	0.8	40.0*	O=C(Nc1sc2c(c1C(=O)NCC1CCCO1)CCCC2)c1cccs1 (stereo not given)
51	-5.5	-0.4	16.4	CCN(CC)CCN1C(=O)C(=O)/C(=C(/O)c2ccncc2)C1c1ccccc1 (stereo not given)
52	-16.0	-0.3	9.8	Cc1ccc2oc3c(c(=O)c2c1)C(c1cccs1)N(CCCN(C)C)C3=O (stereo not given)
53	-4.2	-0.9	8.3	NC(=O)NC(=O)CC1S/C(=N/N=C/c2ccccc2)NC1=O (stereo not given)
54	-9.6	2.2	7.3	COc1ccc(OC)c(NC(=O)CSc2ncccn2)c1
55	-18.7	-0.8	7.8	CCN=C1SC(CC(=O)Nc2sc3c(c2C#N)CCCC3)C(=O)N1CC (stereo not given)
56	-1.7	-0.6	10.1	NC(=O)CSc1nnc(-c2ccc(S(=O)(=O)N3CCOCC3)cc2)n1CC1CCCO1 (stereo not given)
57	-20.8	-1.8	6.4	Cc1ccccc1C(=O)N1CCC(C(=O)Nc2ccc(S(=O)(=O)N3CCCCC3)cc2)CC1
58	-9.4	1.0	8.4	CCOc1ccc(S(=O)(=O)Nc2cc(S(=O)(=O)N3CCOCC3)ccc2OC)cc1
59	-54.8	0.1	9.0	CCOC(=O)C1=C(CSCc2ccccc2)NC(=O)NC1c1cc(C)ccc1C (stereo not given)
60	-11.9	-0.2	12.0	Cc1ccc(NC(=S)N=Nc2c(O)n(C)c3ccc(S(=O)(=O)N4CCOCC4)cc23)cc1C
61	0.5	0.3	14.8	[N-]=[N+]=N[C@@H](CCN1CC[C@H](O)CCC1=O)c1ccccc1
62	-25.2	-0.3	15.4	Clc1ccccc1CSc1nncn1NC/C=C/c1ccccc1
63	-29.4	-1.7	14.0	COC(=O)CC(NC(=S)NC(=O)c1ccccc1)c1ccc(Br)cc1 (stereo not given)
64	-7.3	0.1	10.0	CC1SC(c2ccccc2Cl)NC1=O (stereo not given)
65	-4.1	-0.1	4.7	Cc1ccccc1NC1=C(Cl)C(=O)OC1OC(=O)c1ccco1 (stereo not given)
66	-27.1	-2.2	-0.9	CCOc1ccccc1CN1CCCC(C(=O)c2ccc(OC)c(OC)c2)C1 (stereo not given)
67	-4.8	-0.7	14.5	O=C(O)C1CCC(=O)N1C1CCCC1 (stereo not given)
68	-34.3	0.6	13.8	COc1cccc(-c2cc(C(=O)N3CCN(C(=O)c4ccco4)CC3)on2)c1
69	-13.4	1.0	-0.4	COc1ccc(/C=C2\Sc3ccc(C(=O)NCCN4CCCCCC4)cc3N(C)C2=O)cc1
70	-16.5	0.0	8.3	COc1ccc(NC(=O)Nc2ccc(N(C)C)cc2)cc1
71	-27.0	-0.8	6.8	O=C1CN(C(=O)c2ccc(Br)o2)C(c2ccccc2)c2cc(F)ccc2N1 (stereo not given)
72	-12.7	-1.2	22.1	COc1ccc(Cl)cc1C(=O)NNC(=O)c1nc2nc(C)cc(C)n2n1
73	-31.4	-2.0	2.2	Cc1ccc(CNC(=O)CCC(=O)Nc2nnc(C(C)C)s2)cc1
74	-23.8	-0.7	12.8	Cc1onc(-c2c(F)cccc2Cl)c1C(=O)N1CCN(c2ncc(Br)cn2)CC1
75	9.9	-2.6	2.1	O=C(Cc1ccc(Br)cc1)Nc1cccc(S(=O)(=O)N2CCOCC2)c1

# Other structures:
cpd	OX1R antag-1	STK33 inh	OX1R antag-2	Compound
76	-13.8	-1.4	11.1	CCCOP(=O)(c1ccc(N(C)C)cc1)C(O)c1cccnc1 (stereo not given)
77	-22.6	/	19.7	Cc1ccc(NC(=O)COc2coc(CN3CCN(Cc4ccccc4)CC3)cc2=O)cc1
78	-24.7	3.2	12.0	Cc1ccc(N(CCC(=O)Nc2nnc(C3CC3)s2)S(=O)(=O)c2ccccc2)cc1
79	-12.4	0.2	11.4	CCOC(=O)Cc1c(C)nc2c(-c3ccc(Cl)cc3)c[nH]n2c1=O
80	-27.6	-1.5	15.3	COc1ccc(N(C(=O)Cn2nnc(-c3ccc(Cl)cc3)n2)C(C(=O)NCC2CCCO2)c2ccncc2)cc1 (stereo not given)
81	-17.0	0.5	0.2	COC(=O)[C@@]12CCCCN1[C@H](c1ccc(-c3cccc(Cl)c3)cc1)[C@@H]1C(=O)N(C)C(=O)[C@@H]12
82	15.6	-0.3	38.2	COC(=O)c1ccccc1S(=O)(=O)N1Cc2cc([N+](=O)[O-])ccc2Oc2ccccc21
83	-43.2	1.2	4.8	Cc1ccc(OCCC(=O)NNC(=O)c2nn(C)c(=O)c3ccccc23)cc1
84	-7.1	1.3	2.7	CSc1nc(N)c(C#N)c(-c2ccccc2Cl)c1C#N
85	-9.9	-0.4	4.5	Cn1c(CCc2ccccc2)nnc1SCC(=O)N1CCCC1

# Entries 1–2 of the list above:
cpd	OX1R antag-1	STK33 inh	OX1R antag-2	Compound
1	-36.2	0.1	15.8	COc1ccc2nc(C)cc(SCC(=O)N/N=C/c3ccc(O)c(O)c3)c2c1
2	0.7	2.9	12.3	CCOC(=O)c1ccccc1NC(=O)CSc1nc2ccncc2[nH]1
